XIAP displacement: XIAP antagonists, biochemical, IAP family, fluorescence polarization (AID 1018). E3 ubiquitin-protein ligase XIAP (Homo sapiens). XIAP BIR domain, fluorescence polarization peptide displacement; higher % means a stronger effect. one-dose displacement, % at 20 µM; IC50 in µM for titrated hits. 200,000 compounds, 0.007% hits; in the data active means displacement above about 50%; further: a part of the inactive calls stands beside numbers as strong as those of hits
bCat nuc transl: modulators of beta-catenin nuclear translocation, primary screen, imaging, HeLa cells, immunofluorescence, high-content | nuclear translocation activity, % at 5 µM | 190,000 compounds, 0.3% hits | AID 1665, 2009;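 active means nuclear translocation activity above 50% at 5 µM, with a well cell count of 50 or more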;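 further: per-cell ratio of nuclear to cytoplasmic median beta-catenin stain intensity; plate controls were DMSO negative control for no effect and GSK-3 inhibitor IX positive control for full effect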
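Test system: HeLa cells, endogenous beta-catenin; Compound: single 5 µM dose plus 0.02–20 µM confirmation series; Times: compound exposure 24 h at 37°C; Signal: fluorescence imaging of beta-catenin antibody stain plus DAPI; Read-out: % activation, nuclear-to-cytoplasmic median beta-catenin signal ratio per cell.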
Dynein transport: inhibitors of GR-EGFP nuclear translocation, primary screen, dynein cargo transport inhibitor project, imaging, high-content, 3617.4 mouse cells; z-score, hits read low; test concentration mostly 20 µM; stimulated with dexamethasone, 1 µM; hits give low values; 220,000 compounds, 0.47% hits;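 active means plate z-score of nuclear minus cytoplasmic receptor signal below a set negative limit, without overly bright fluorescence or cell loss, cut at about -3.5 in these data, passing the limit was not always enough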;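 further: z-score of nuclear minus cytoplasmic ring GR-EGFP intensity difference per well; some compounds called inactive have numbers as strong as hits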
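Also added – dexamethasone, 1.0 µM final · Buffer or medium – tet-free, stripped-serum medium · Schedule – induction 48 h, compound 1 h, agonist 30 min · Detection – formaldehyde fixation, Hoechst nuclear stain, 10x automated fluorescence imaging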
MT stabilizer: microtubule stabilizers in HeLa cells, primary screen, imaging, high-content imaging. 200,000 compounds, 0.83% hits. % tubulin-high responders, % at 10 µM. HeLa tubulin immunostaining HCS, 24 h; share of cells brighter than vehicle mean+2SD;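 active means plate Z-score above 3 for both tubulin-high and condensed-nucleus cell shares, with cell loss under 80%, at 10 µM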;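 further: anti alpha tubulin signal scored within the nucleus-defined area of each cell; some results filed as inactive read as strong as hits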
Autophagy HCS: autophagy modulators in MEF cells, primary screen, imaging, high-content, MEF GFP-LC3. MEF GFP-LC3 puncta imaging; test concentration mostly 10 µM. calls only at 10 µM (by protocol). 190,000 compounds, 0.98% hits. AID 463193, 2010;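 active means percentage of spot-positive cells more than 3 SD above its plate mean, without a fluorescence outlier flag or 80% toxicity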;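 further: spot-positive cell cutoff set from DMSO-treated cells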
ER stress rescue: rescue of cells from ER stress-induced death, primary screen, 384-well, CSM14.1, thapsigargin, ATP luminescence (AID 1222). 190,000 tested, under 10 active. CSM14.1 thapsigargin-induced death rescue, ATP luminescence; higher % means a stronger effect. one-dose cellular ATP content (survival), % at 20 µM; EC50 in µM for titrated hits;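 active means EC50 below 50 µM in the dose-response confirmation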;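 further: death triggered by thapsigargin at about 15 µM added after 2 h compound pretreatment; cell ATP read after overnight thapsigargin exposure of roughly 18 to 22 hours; normalized against plate controls of thapsigargin alone and 5% DMSO vehicle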
Ins promoter up: insulin promoter activators in MIN6 cells, imaging, high-content screening, mouse beta cells; z-score at 5 µM; MIN6 insulin promoter-GFP reporter; hits give high values; 190,000 compounds, 0.3% hits;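 active means z-score above 3 at 5 µM with at least 500 cells counted in the well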
Hep lipid drop: inhibitors of hepatocyte lipid droplet formation, primary screen, imaging, high-throughput imaging, BODIPY stain; AML12 mouse hepatocytes, oleate lipid droplets; inhibition, % at 6.5 µM; 240,000 compounds, 0.4% hits;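 active means lipid droplet intensity inhibited by at least 50%, with more than 500 cells counted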
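Test system: AML12 mouse liver cells; schedule: overnight exposure; technique: high-content imaging of BODIPY-stained droplets and DAPI nuclei; read-out: % inhibition of corrected integrated BODIPY droplet signal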
WT yeast gro inh: growth inhibition of WT strain, primary screen, mitochondrial fusion inhibitor project, WT and mutant strains, chemical genetic | 190,000 compounds, 2.1% hits | mitochondrial fusion phenotypic screen | inhibition, % at 10 µM; in the data active means inhibition above about 58%; tested in S. cerevisiae
WT yeast gro inh mutant strain: recorded beside WT yeast gro inh, whose call it bears; inhibition, %; mitochondrial fusion phenotypic screen, mutant strain inhibition
Dynein transport cytoplasmic EGFP: further read-out of Dynein transport, marked with its call; z-score; measured here: cytoplasmic GR-EGFP intensity; hits give high values
Dynein transport nuclear GR-EGFP: recorded beside Dynein transport, whose call it bears; z-score; measured here: nuclear GR-EGFP intensity;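 lower value marks the stronger effect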
Dynein transport cell count: second read-out of Dynein transport, no call of its own (marks repeat the call); z-score; measured here: cell count per field
Ins promoter up cell count: recorded beside Ins promoter up, whose call it bears; cell count; measured here: cytotoxicity, nuclei count;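 total cells summed across four imaged fields per well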
Hep lipid drop cells 6.5 µM: also measured in Hep lipid drop; calls as there; cell count; measured here: cell count, cytotoxicity flag;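 cells counted across two imaged fields per well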
bCat nuc transl cell count 5 µM: also measured in bCat nuc transl; calls as there; cell count; measured here: cell count, cytotoxicity flag
MT stabilizer Hoechst-high %: recorded beside MT stabilizer, whose call it bears; % Hoechst-high responders; measured here: nuclear condensation Hoechst responders;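 share of cells brighter than vehicle mean plus two SD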
MT stabilizer cytotoxicity %: recorded beside MT stabilizer, whose call it bears; toxicity, %; measured here: cytotoxicity by cell density;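 0% = mean cell density of plate MIN control wells and 100% = no cells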
Autophagy HCS cell loss 18 h: second read-out of Autophagy HCS, no call of its own (marks repeat the call); toxicity, %; measured here: cell loss, nuclei count;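 cell loss after 18 h compound exposure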
* = called active by the depositor; i = inactive; / = not tested or not shown; + = active, no number.

SMILES | XIAP displacement | bCat nuc transl | bCat nuc transl cell count 5 µM | Dynein transport | Dynein transport cytoplasmic EGFP | Dynein transport nuclear GR-EGFP | Dynein transport cell count | MT stabilizer | MT stabilizer Hoechst-high % | MT stabilizer cytotoxicity % | Autophagy HCS | Autophagy HCS cell loss 18 h | ER stress rescue | Ins promoter up | Ins promoter up cell count | Hep lipid drop | Hep lipid drop cells 6.5 µM | WT yeast gro inh | WT yeast gro inh mutant strain
O=C(Nc1nnc(C2CC2)s1)C1CC(=O)N(c2ccc3c(c2)OCCO3)C1 (stereo not drawn) | -7.8% | -1.4 | 973 | -0.615 | -0.167 | -0.482 | 0.53 | 3.3 | 2.5 | 6.6 | i | -26.3 | -1.0% | / | / | 26.9 | 702 | 7.4 | -15.0
Cc1ccc(C)c(N(C)C(=O)COc2cc(=O)n(C)c3ccccc23)c1 | -0.3% | / | / | 0.125 | -0.179 | 0.161 | -0.0604 | 3.3 | 2.3 | 6.4 | + | 52.5* | 1.1% | -0.46 | 1008 | / | / | -1.6 | -4.9
CC(C)CNc1nnnc2c1sc1nc(N3CCOCC3)c3c(c12)CC(C)(C)SC3 | -4.3% | -0.4 | 1418 | 0.377 | -0.168 | -0.0866 | 0.0246 | 2.7 | 1.0 | 0.6 | i | 1.1 | -1.9% | -0.24 | 1246 | / | / | 52.7 | 35.4
O=C(CCC(=O)Nc1ccccc1)NNS(=O)(=O)c1ccccc1[N+](=O)[O-] | -5.6% | -3.2 | 1159 | 0.796 | -0.348 | 0.0527 | 0.198 | 3.6 | 2.0 | 24.8 | i | 0.8 | 1.0% | 0.64 | 1604 | -11.1 | 696 | -2.9 | 8.9
CCc1nnc(NC(=O)C2Cc3ccccc3CN2S(=O)(=O)c2ccc(C)cc2)s1 (stereo not drawn) | -5.9% | -1.3 | 1385 | -0.115 | -0.0746 | -0.7 | -0.648 | 3.7 | 1.5 | 0.7 | i | -1.4 | 0.3% | -0.22 | 1646 | / | / | 78.7* | 1.9*
COc1ccc(OC)c(-c2cc(C(=O)N3CCc4ccccc4C3)no2)c1 | -4.9% | -2.0 | 1000 | -0.299 | -0.147 | 0.0176 | -0.238 | 6.2 | 2.4 | 7.2 | i | 41.2 | 0.5% | -0.67 | 1547 | / | / | 61.5* | 35.1*
COc1ccccc1/C=C/CN1CCOCC1 | -3.9% | -1.1 | 1044 | -0.892 | -0.258 | -0.254 | 0.608 | 1.4 | 2.0 | 1.7 | i | -3.8 | -2.4% | 0.08 | 1893 | -2.0 | 571 | 2.0 | 8.8
CCCCCc1nc(N)c(C#N)c(-c2ccco2)c1CCCC | -3.1% | -7.5 | 1228 | -0.985 | -0.23 | -0.235 | 1.01 | 1.4 | 1.6 | 6.3 | i | -11.0 | -0.9% | / | / | 4.3 | 811 | 5.6 | 12.2
Cc1[nH]n(-c2ccccc2)c(=O)c1/C=N/N1C(=O)c2ccc3c4c(ccc(c24)C1=O)CC3 | 0.8% | -0.4 | 1087 | 0.0837 | -0.24 | 0.0942 | 0.107 | 1.9 | 2.0 | 7.4 | i | 14.6 | 5.2% | 0.1 | 1464 | 9.8 | 585 | 27.5 | 13.6
O=C(COC(=O)c1ccccc1C(=O)c1ccc(Cl)c([N+](=O)[O-])c1)NC1CCCCCC1 | -9.9% | 4.3 | 402 | -3.18 | 1.58 | -1.28 | -1.57 | 2.0 | 1.3 | 7.5 | i | -4.1 | 0.2% | 0.45 | 828 | -6.1 | 786 | 77.7* | -2.0*
Cc1ccc(NC(=S)N(CCN(C)C)Cc2cc3cc(C)ccc3[nH]c2=O)cc1 | -1.4% | -0.2 | 1563 | 2.1 | 0.133 | 1.15 | -1.95 | 2.4 | 1.2 | 5.7 | i | 4.7 | -2.0% | / | / | 12.9 | 634 | 16.1 | 8.8
CCOc1ccc(-c2cc(CCCC(=O)NCCC(C)C)no2)cc1 | -2.2% | -0.5 | 1137 | 0.0631 | -0.304 | -0.453 | -0.336 | 1.6 | 1.5 | 2.9 | i | -5.0 | 0.0% | -1.62 | 1253 | 17.6 | 721 | 7.0 | -17.1
O=C(NC1CCCCC1)C(c1ccncc1)N(CC1CCCO1)C(=O)C(F)(F)F (stereo not drawn) | -7.8% | / | / | 1.3 | 0.0735 | 0.775 | -1.23 | 5.6 | 5.7 | 5.3 | i | -10.8 | -2.1% | 0.79 | 1252 | / | / | 1.7 | 3.7
CCc1cc2cccc(C)c2nc1SCC(=O)N1CCN(C(=O)c2ccco2)CC1 | -0.7% | 1.8 | 1129 | 0.338 | -0.184 | 0.519 | 0.162 | 2.6 | 2.7 | 3.1 | i | 11.3 | 1.9% | -0.18 | 1322 | / | / | 16.9 | 14.6
Cc1cccc(C)c1OC(=O)CSc1nnc(-c2ccccc2)o1 | -2.3% | -2.4 | 531 | 0.302 | -0.229 | 0.0526 | 0.188 | 2.7 | 2.0 | 5.2 | i | -9.1 | -0.4% | / | / | 7.9 | 769 | -2.8 | -9.4
O=C(Nc1cccnc1)c1cc(-c2ccc3c(c2)OCO3)on1 | -5.7% | -2.4 | 945 | 1.14 | 0.629 | 0.927 | -1.44 | 5.0 | 1.7 | 4.4 | i | -1.7 | -4.9% | 0.68 | 1457 | / | / | 7.7 | 13.6
O=C(c1cnc2c(c1)COc1ccc(Cl)cc1-2)c1ccccc1O | -6.9% | -1.0 | 486 | 0.0147 | -0.197 | -0.346 | -0.738 | 2.5 | 1.7 | 3.7 | i | 1.8 | -1.0% | / | / | 14.5 | 760 | 5.7 | -4.8
COc1cc2ccc(=O)oc2c(O)c1OCC=C(C)C | -2.6% | -0.1 | 1160 | 0.32 | 0.556 | 0.635 | -0.0215 | 4.8 | 6.1 | 7.1 | i | 3.1 | -1.1% | 0.63 | 1335 | / | / | -6.9 | -2.7
Cc1ccccc1Nc1nc(N)nc(COC(=O)C(NC(=O)c2ccco2)C(C)C)n1 (stereo not drawn) | -4.1% | -0.7 | 1196 | 0.587 | -0.247 | 0.637 | -1.06 | 4.8 | 1.8 | 6.6 | i | -1.4 | 5.9% | 0.88 | 1049 | / | / | 15.5 | 1.6
CC(=O)c1ccc(NC(=O)c2cnsn2)cc1 | -0.5% | -0.2 | 1055 | -0.154 | -0.322 | 0.152 | 0.242 | 2.4 | 1.1 | 10.7 | i | -4.9 | 0.1% | -0.18 | 1439 | 5.7 | 644 | -9.6 | -18.6
Cc1ccc(/C=N/n2c(-c3cccc(Cl)c3)n[nH]c2=S)o1 | / | -0.3 | 1357 | -0.619 | -0.274 | -0.308 | 0.452 | / | / | / | / | / | / | -0.72 | 1050 | -15.4 | 742 | / | /
N#CCc1nn(-c2ccc(Cl)cc2)c(N)c1C#N | -1.6% | -3.6 | 1120 | -0.461 | 0.235 | -0.4 | 0.387 | 5.3 | 2.4 | 5.0 | i | 6.0 | -1.3% | -0.35 | 1334 | -8.1 | 458 | -12.0 | -1.7
Cc1noc(/C=C/N(C)C)c1S(=O)(=O)N1CCCC(C(=O)NC2CCCCC2)C1 (stereo not drawn) | -4.0% | -1.0 | 1212 | 0.174 | -0.165 | 0.415 | -0.459 | 4.4 | 1.8 | 4.5 | / | / | / | / | / | 12.3 | 690 | 8.8 | 3.1
C=CCc1cccc2cc(C(=O)Nc3cccc(C(=O)O)c3)c(=O)oc12 | / | -0.5 | 1300 | -0.825 | -0.272 | -0.0329 | 0.389 | / | / | / | / | / | / | -1.09 | 1055 | 0.9 | 702 | / | /
CN(C)S(=O)(=O)c1ccc(C(=O)Nc2ccccc2[N+](=O)[O-])cc1 | -20.0% | -4.3 | 594 | 0.147 | -0.0862 | 0.244 | 0.152 | 1.8 | 1.6 | 6.1 | i | 0.3 | -1.8% | 0.03 | 1232 | -30.7 | 712 | -9.8 | -11.2
COc1ccc(-c2nc(CSCC(=O)NCc3ccc4c(c3)OCO4)c(C)o2)cc1 | -1.9% | / | / | -0.921 | -0.155 | -0.535 | -0.148 | 4.7 | 1.8 | 7.0 | i | 8.4 | -1.2% | 0.44 | 917 | / | / | 21.4 | 7.1
O=C(Nc1ccc(Oc2cccnc2)cc1)c1cccc([N+](=O)[O-])c1 | -4.8% | / | / | 1.33 | -0.244 | 1.21 | -1.29 | 1.9 | 1.2 | 3.4 | i | 11.7 | -0.2% | 0.03 | 1367 | 22.1 | 670 | 31.8 | 5.1
COc1cc(OC)cc(C(=O)N2CCC(C(=O)Nc3ccc4c(c3)OCCO4)CC2)c1 | -3.8% | -2.3 | 614 | -1.24 | -0.132 | -0.326 | 0.17 | 3.1 | 2.9 | 9.6 | i | 12.4 | 1.1% | 0.03 | 1240 | -4.1 | 642 | -10.4 | 2.6
COc1ccc(CNCCC(c2ccc(F)cc2)c2ccc(OC)cc2)cc1 (stereo not drawn) | -3.3% | -2.9 | 946 | 1.42 | -0.262 | 0.397 | -1.15 | 2.8 | 2.2 | 5.7 | i | -0.2 | 3.6% | -1.22 | 751 | -15.3 | 583 | 74.8 | 76.4
Cc1cc(C)c2ccc3c(C)c(C)n(C)c3c2n1 | 1.8% | -2.8 | 1135 | 0.134 | 0.00018 | -0.256 | 0.465 | 2.1 | 2.6 | 8.8 | i | 6.3 | 0.2% | 0.64 | 1225 | 20.4 | 711 | -13.2 | -4.0

Assay outcomes deposited in PubChem BioAssay by several laboratories.
